# Myeloid diff 2 = promotes myeloid progenitor differentiation | ER-HoxA9 myeloid progenitors, lysozyme-GFP differentiation, flow cytometry | calls only at 10 µM | 360,000 tested, 1% active | AID 624256;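 active = normalized GFP-positive differentiation at or above the plate's own cutoff, the solvent-only control mean plus 3 SD; inconclusive = no clear call, values can overlap the other calls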;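 note: cells exposed to compound for four days before flow analysis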
# Insulin prom up = MIN6 insulin promoter up-regulation | MIN6 insulin promoter-GFP reporter, high-content imaging; hits give high values | 190,000 tested, 0.3% active | z-score at 5 µM;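 active = z-score above 3 at 5 µM with at least 500 cells counted in the well; inconclusive = wells under 500 cells, flagged as cytotoxic or low count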
# Autophagy mod = modulators of autophagy; MEF GFP-LC3 puncta imaging; test concentration mostly 10 µM; calls only at 10 µM (by protocol); 190,000 tested, 0.98% active;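 active = percentage of spot-positive cells more than 3 SD above its plate mean, without a fluorescence outlier flag or 80% toxicity; inconclusive = no clear call, values can overlap the other calls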;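 note: spot-positive cell cutoff set from DMSO-treated cells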
# West Nile virus CPE = West Nile virus antiviral activity, cell-based, CPE readout (AID 1621); 290,000 tested, 0.02% active; West Nile virus-infected cells, CPE inhibition; higher % means a stronger effect; CPE inhibition, % at 10 µM, or IC50 in µM where a hit was titrated; in the data active = a potency from the dose series; inconclusive = CPE inhibition mostly from about 3.7% at the one dose, without a potency; inactive = the rest, 99 in 100 with CPE inhibition below about 2.2%; note: strong numbers were not always called active
# WT yeast gro inh = growth inhibition of WT yeast, mitochondrial fusion screen. mitochondrial fusion phenotypic screen, WT strain. inhibition, % at 10 µM. 190,000 tested, 2.1% active. AID 1362; in the data active = inhibition above about 58%; tested in S. cerevisiae
# MT stabilize HCS = microtubule stabilization, imaging screen; HeLa tubulin immunostaining HCS, 24 h; share of cells brighter than vehicle mean+2SD; % tubulin-high responders, % at 10 µM; 200,000 tested, 0.83% active; AID 2205;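 active = plate Z-score above 3 for both tubulin-high and condensed-nucleus cell shares, with cell loss under 80%, at 10 µM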;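 note: anti alpha tubulin signal scored within the nucleus-defined area of each cell; some results filed as inactive read as strong as hits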
# bCat nuc transl = alters nuclear translocation of beta-catenin in HeLa cells; immunofluorescence imaging; AID 1665; 190,000 tested, 0.3% active; nuclear translocation activity, % at 5 µM;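 active = nuclear translocation activity above 50% at 5 µM, with a well cell count of 50 or more; inconclusive = wells under 50 cells across six images, flagged as toxic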;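 note: per-cell ratio of nuclear to cytoplasmic median beta-catenin stain intensity; plate controls were DMSO negative control for no effect and GSK-3 inhibitor IX positive control for full effect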
#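 Test system: HeLa cells, endogenous beta-catenin; Compound: single 5 µM dose plus 0.02–20 µM confirmation series; Times: compound exposure 24 h at 37°C; Signal: fluorescence imaging of beta-catenin antibody stain plus DAPI; Read-out: % activation, nuclear-to-cytoplasmic median beta-catenin signal ratio per cell.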
# T cell modulator = T cell immune modulation candidate | 330,000 tested, 0.068% active | calls only at 7 µM | 2C CD8+ T cell-vesicle binding, flow cytometry; hits give low values | AID 2052;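 active = response, share of CD8 T cells binding vesicles, and their 90th percentile fluorescence all below set limits, cut at about 80% in these data, passing the limit was not always enough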
#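 Incubation: binding step 1.5 h, 37 °C, antibody labelling 20 min, ice; system: murine 2C transgenic CD8+ T lymphocytes; technique: cytometric PE anti-B7-1 and Alexa647 anti-CD8 signals after 1% paraformaldehyde fixation; also added: QL9-charged Drosophila Ld/ICAM-1/B7-1 vesicles; control set: naked versus QL9-loaded vesicles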
# Hep lipid drop = modulators of hepatic lipid droplet formation; AML12 mouse hepatocytes, oleate lipid droplets, BODIPY imaging; inhibition, % at 6.5 µM; 240,000 tested, 0.4% active;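 active = lipid droplet intensity inhibited by at least 50%, with more than 500 cells counted; inconclusive = wells with under 300 cells, treated as cytotoxic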
#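 Test system: AML12 hepatocytes (mouse); reagent: oleate loading, 100 µM; dosing: one dose, 6.5 µM compound; incubation: overnight exposure; signal: fluorescence imaging, 20x objective, two fields per well; read-out basis: % inhibition of corrected integrated BODIPY droplet signal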
# WT yeast gro inh mutant strain = also measured in WT yeast gro inh; calls as there; inhibition, %; mitochondrial fusion phenotypic screen, mutant strain inhibition
# Insulin prom up cell count = further read-out of Insulin prom up, marked with its call; cell count; measured here: cytotoxicity, nuclei count;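 total cells summed across four imaged fields per well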
# Hep lipid drop cells 6.5 µM = also measured in Hep lipid drop; calls as there; cell count; measured here: cell count, cytotoxicity flag;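 cells counted across two imaged fields per well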
# bCat nuc transl cell count 5 µM = recorded beside bCat nuc transl, whose call it bears; cell count; measured here: cell count, cytotoxicity flag
# T cell modulator vesicle-bound % = second read-out of T cell modulator, no call of its own (marks repeat the call); double positive events, %; measured here: CD8+ vesicle-bound cell fraction;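 binding gate set so that unloaded-vesicle control wells show 10% double positive cells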
# MT stabilize HCS Hoechst-high % = also measured in MT stabilize HCS; calls as there; % Hoechst-high responders; measured here: nuclear condensation Hoechst responders;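 share of cells brighter than vehicle mean plus two SD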
# MT stabilize HCS cytotoxicity % = recorded beside MT stabilize HCS, whose call it bears; toxicity, %; measured here: cytotoxicity by cell density;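 0% = mean cell density of plate MIN control wells and 100% = no cells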
# Autophagy mod cell loss 18 h = further read-out of Autophagy mod, marked with its call; toxicity, %; measured here: cell loss, nuclei count;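 cell loss after 18 h compound exposure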
# Myeloid diff 2 GFP+ MAC1+ % = second read-out of Myeloid diff 2, no call of its own (marks repeat the call); GFP+ MAC1+ double positive, %; measured here: differentiation confirmed by MAC1 staining
# * = called active by the depositor; i = inactive; ? = inconclusive; / = not tested or not shown.
SMILES,Myeloid diff 2,Myeloid diff 2 GFP+ MAC1+ %,Insulin prom up,Insulin prom up cell count,Autophagy mod,Autophagy mod cell loss 18 h,West Nile virus CPE,WT yeast gro inh,WT yeast gro inh mutant strain,MT stabilize HCS,MT stabilize HCS Hoechst-high %,MT stabilize HCS cytotoxicity %,bCat nuc transl,bCat nuc transl cell count 5 µM,T cell modulator,T cell modulator vesicle-bound %,Hep lipid drop,Hep lipid drop cells 6.5 µM
N=c1c2ccccc2nnn1-c1cccc(C(F)(F)F)c1,i,0.4,/,/,i,12,-1.3%,16,8,4.6,1.5,5.7,1.5,931,i,32,15,679
C=C(C)COc1ccc2c(C)c(CCC(=O)NC3CC3)c(=O)oc2c1,i,1.8,/,/,/,/,-0.8%,/,/,/,/,/,/,/,i,34,-3,709
COC(=O)COc1ccc(-c2nccc(-c3ccccn3)n2)cc1,i,0.1,/,/,/,/,0.4%,/,/,/,/,/,/,/,i,49,24,745
CCN(CC)CCn1c(=S)[nH]c2ccc(Cl)cc2c1=O,i,9.4,4*,1269*,i,6,/,2,-1,2.4,3.1,9.4,-0.6,1468,i,21,/,/
O=c1c(C(c2ccc(O)cc2)c2c(O)nc3n(c2=O)CCCS3)c(O)nc2n1CCCS2,i,1.1,0.18,1503,i,-22,0.0%,2,20,2.1,1.5,11,-4.6,980,i,42,/,/
Cc1ccc(N/N=C(\C#N)C(=N)N2CCCCC2)cc1,i,0.2,0.12,1099,/,/,-0.3%,/,/,/,/,/,-1.1,1371,i,31,2,730
Fc1ccc(Nc2nc(NCc3ccco3)c3ccccc3n2)cc1,i,0.4,-3.2,594,/,/,2.8%,/,/,/,/,/,9.6,918,i,46,6,688
CCn1c(CNc2cccc(C(F)(F)F)c2)n[nH]c1=S,i,0.0,0.09,1483,i,2,-0.5%,9,5,0.8,1.2,3.6,1.0,1043,i,63,-1,701
CCOc1ccc(NC(=O)CCNS(=O)(=O)c2ccc3c(c2)c(=O)n(C)c(=O)n3C)cc1,i,6.4,0.35,1342,i,-11,-0.1%,16,8,4.3,3.4,4.8,0.1,1402,i,12,/,/
CCOC(=O)c1cc(-c2ccccc2)sc1NC(=O)c1ccc(OC)cc1,/,/,-0.46,1730,i,4,0.0%,27,14,0.9,1.1,3.4,0.4,1272,i,38,/,/
CCc1nnc(NC(=O)CSc2nnc(C3CCCCC3)n2-c2ccccc2)s1,i,0.7,0.32,1285,i,12,-0.2%,9,21,1.9,1.0,4.3,-2.6,1041,i,15,/,/
COc1ccc(C(=O)C2CCCN(C(=O)/C=C/c3ccccn3)C2)c(C)c1 (stereo not drawn),i,1.0,-0.11,1351,i,25,-0.6%,-6,-2,1.7,1.0,1.5,-1.3,1092,i,59,-12,738
C=C(C)CSc1nc2ccccc2[nH]1,i,0.9,-0.2,1265,i,5,-0.2%,-10,-6,3.4,3.8,5.4,-1.0,565,i,23,-17,793
C#CCCCCCCC#CCN(C)C,i,0.5,-0.13,889,i,9,-0.3%,5,-21,2.5,1.9,5.1,2.7,469,i,51,0,755
COc1ccc2[nH]c3ccc(OC)cc3c2c1,i,0.5,0.8,1108,i,3,0.4%,1,0,3.8,2.2,7.9,-0.1,948,i,22,/,/
Cc1cc(Cl)c(S(=O)(=O)NCc2cccnc2)cc1OCC(=O)NC1CCCCC1,i,1.2,-1.3,736,i,-12,-0.9%,1,-2,1.8,1.7,6.8,/,/,i,17,13,725
CC(C)[C@H](NC(=O)N1CCn2c1nc1ccccc12)C(=O)N[C@H](Cc1ccccc1)C(=O)O,i,1.0,/,/,/,/,-0.1%,/,/,/,/,/,/,/,i,5,-3,787
CCOc1ccc(C(=O)NC(=S)Nc2cccc(S(=O)(=O)NC3=NCCC3)c2)cc1,/,/,0.26,794,i,28,-0.6%,-19,-3,17*,51*,51*,24,807,i,39,7,714
CCC1=C(OC(=O)N(CC)CC)N2C(=O)OC(=NCCc3c[nH]c4ccccc34)[C@]2(Cc2ccccc2)[C@H]2C1=CC[C@H]1C(=O)NC(=O)[C@H]12,i,1.2,0.76,731,/,/,-0.1%,/,/,/,/,/,-0.9,1397,i,40,47,696
Cc1ccc(S(=O)(=O)NC(=O)c2cccc(C)c2)cc1,i,0.7,/,/,/,/,-0.5%,/,/,/,/,/,/,/,i,68,-8,669
CCc1ccccc1NC(=O)N1CCC(NC(=O)C(Cc2ccc(OC)c(OC)c2)NC(C)=O)CC1 (stereo not drawn),i,1.2,0.8,1476,i,-4,0.4%,-11,4,2.4,2.3,7.6,0.4,1443,i,10,/,/
NC(=O)C[n+]1cccc(/C=N/O)c1,i,0.1,0.23,1404,i,8,-0.3%,11,-3,2.3,1.0,2.8,-1.1,1086,i,48,-2,656
N#Cc1cc2c(nc1SCC(O)CS(=O)(=O)Cc1ccc(Cl)cc1)CCCC2 (stereo not drawn),i,5.7,0.35,924,i,2,-0.6%,41,19,1.0,1.1,17,/,/,i,26,2,741
COC(CNC(=O)c1cc(C(=O)c2c(-c3c(Cl)cccc3Cl)noc2C)c[nH]1)OC,i,0.5,0,965,i,-27,-0.3%,-4,-2,2.6,1.6,3.8,1.7,718,i,31,/,/
O=C(N[C@@H](Cc1ccccc1)C(=O)O)c1c(F)c(F)c(F)c(F)c1F,i,0.6,-0.05,1462,i,13,0.1%,0,5,3.8,1.6,0.9,-2.0,1126,i,31,-2,640

# 2 entries from above in a different format:
Molecule	Myeloid diff 2	Myeloid diff 2 GFP+ MAC1+ %	Insulin prom up	Insulin prom up cell count	Autophagy mod	Autophagy mod cell loss 18 h	West Nile virus CPE	WT yeast gro inh	WT yeast gro inh mutant strain	MT stabilize HCS	MT stabilize HCS Hoechst-high %	MT stabilize HCS cytotoxicity %	bCat nuc transl	bCat nuc transl cell count 5 µM	T cell modulator	T cell modulator vesicle-bound %	Hep lipid drop	Hep lipid drop cells 6.5 µM
COc1ccc(C(=O)C2CCCN(C(=O)/C=C/c3ccccn3)C2)c(C)c1 (stereo not drawn)	i	1.0	-0.11	1351	i	25	-0.6%	-6	-2	1.7	1.0	1.5	-1.3	1092	i	59	-12	738
C=C(C)CSc1nc2ccccc2[nH]1	i	0.9	-0.2	1265	i	5	-0.2%	-10	-6	3.4	3.8	5.4	-1.0	565	i	23	-17	793

# The list continues:
SMILES,Myeloid diff 2,Myeloid diff 2 GFP+ MAC1+ %,Insulin prom up,Insulin prom up cell count,Autophagy mod,Autophagy mod cell loss 18 h,West Nile virus CPE,WT yeast gro inh,WT yeast gro inh mutant strain,MT stabilize HCS,MT stabilize HCS Hoechst-high %,MT stabilize HCS cytotoxicity %,bCat nuc transl,bCat nuc transl cell count 5 µM,T cell modulator,T cell modulator vesicle-bound %,Hep lipid drop,Hep lipid drop cells 6.5 µM
CCN(CC)c1ccc(NC(=O)c2ccc(Cl)nc2)cc1,?,/,-0.65,1128,i,12,0.5%,-2,-4,43*,27*,39*,43,1070,i,45,/,/
CCC(CCC(=O)NNC(=O)Cc1ccc([N+](=O)[O-])cc1)C(=O)O (stereo not drawn),i,0.9,0.07,1138,/,/,0.3%,/,/,/,/,/,0.0,1362,i,30,4,774
COc1ccc2nc3c(cc2c1)c(NC(=O)CC(C)C)nn3CC(C)C,i,1.9,/,/,/,/,0.5%,/,/,/,/,/,/,/,i,24,-23,848
O=C1N=c2ccccc2=C1c1sc(Nc2ccc(O)cc2)nc1O,i,0.0,-0.19,1110,i,17,0.0%,0,7,2.1,3.3,2.5,/,/,/,/,-3,653
COc1ccc(C2NC(=O)NC(C)=C2C(=O)OC2CCCCC2)cc1OC (stereo not drawn),i,1.9,/,/,/,/,-0.8%,/,/,/,/,/,/,/,i,22,-3,830
NC(=O)c1c(NC(=O)c2ccncc2)sc2c1CCCCCC2,i,0.7,/,/,/,/,-1.8%,/,/,/,/,/,/,/,i,67,-27,746
Cc1onc(-c2ccccc2Cl)c1C(=O)N1CCN(C)CC1,i,0.9,/,/,/,/,-0.4%,/,/,/,/,/,/,/,i,28,-16,772
Brc1cc2c(cc1/C=N/Nc1nc(N3CCCC3)nc(N3CCOCC3)n1)OCO2,i,0.2,/,/,i,-7,2.1%,16,25,2.6,1.7,1.6,/,/,i,23,/,/
CC(Oc1ccc(Cl)cc1Cl)C(=O)NCCCN(C)C (stereo not drawn),i,1.5,0.6,1108,i,7,-0.3%,-4,1,3.4,2.7,12,1.6,1143,i,21,/,/
CCN(CC)S(=O)(=O)c1ccc(N2CCOCC2)c(NS(=O)(=O)c2ccc(C)cc2)c1,i,0.4,0.04,1332,i,-13,0.4%,-1,5,3.5,4.0,4.1,-4.3,625,i,34,-6,695
Clc1cccc(NCc2nnc(SCc3ccccc3)o2)c1,i,0.4,0.57,1280,i,-3,-1.1%,5,26,3.5,2.9,11,4.7,1120,i,38,-17,736
COc1ccccc1NC(=O)COc1ccc(C(F)(F)F)cc1[N+](=O)[O-],i,0.0,/,/,i,24,-0.4%,/,/,5.8,3.2,10,/,/,i,28,/,/
COc1cccc2cc(C(=O)CS(=O)(=O)c3ccc(C)cc3)c(=O)oc12,i,3.8,/,/,/,/,-0.3%,/,/,/,/,/,/,/,i,23,15,731
CCOC(=O)C(CSCC(=O)c1ccc(Cl)cc1Cl)NC(=O)OC(C)(C)C (stereo not drawn),i,0.5,/,/,i,-14,0.1%,-9,-66,3.4,2.4,6.0,-14,1116,i,41,10,797
Cc1cccc(N2CCN(C(=O)CCCn3c(=O)[nH]c4ccsc4c3=O)CC2C)c1 (stereo not drawn),i,0.8,/,/,/,/,0.4%,/,/,/,/,/,/,/,i,28,14,827
COc1cc(/C=N/N(C)C2=NS(=O)(=O)c3ccccc32)cc(OC)c1OC,i,0.3,/,/,/,/,0.3%,/,/,/,/,/,/,/,i,26,-4,829

# Bioassay records as filed in PubChem.
